# Compound activity from PubChem BioAssay.
# SR-BI HDL uptake: blocks mouse SR-BI lipid uptake from DiI-HDL; hit rate 0.96% among 320,000; ldlA[mSR-BI] CHO cells, DiI-HDL uptake fluorescence, 3 h; inhibition, % at 12.5 µM; Q61009;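 active = mean replicate inhibition of at least 70% and a set share of replicates each scoring 70 or more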;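 also: 0% = median of neutral control wells and 100% = median of positive control wells; values of inactives mirror those of a sister screen read the other way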
# SUMO Mot1 rescue: blocks SUMOylation pathway, rescuing yeast Mot1-301 growth; growth rescue, % at 18.8 µM; S. cerevisiae Mot1-301 growth rescue, ATP luminescence, 38.5C; percent above DMSO median, 100 means doubled; hit rate 1% among 320,000; AID 2716;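 active = every valid replicate shows activation above 250% relative to neutral control wells; inactive = the rest, any valid replicate at or below 250%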;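 also: OY570 slx delta 5 strain wells were the positive control but not used for scaling; some compounds called inactive have numbers as strong as hits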
# Arrestin-AP2 inh: human beta-arrestin and AP2 interaction inhibition; inhibition, % at 10 µM; hit rate 0.31% among 340,000; FITC-arrestin peptide / GST-AP2 beads, flow cytometry; AP2 beta2 appendage carries R879A mutation;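 active = inhibition above a set limit, near 3 SD of compounds lacking own fluorescence, cut at about 54% in these data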;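 also: plate controls were DMSO wells for no effect and 5 µM unlabelled arrestin peptide for full effect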
#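 Material – AP2 appendage R879A on GSH beads · Buffer or medium – PBS with 0.05% Tween 20 and 0.1% BSA · Probe or stimulus – fluorescein-tagged arrestin peptide at 50 nM final · Incubation – compound with beads 12 min RT, then probe 1 h RT · Detection – high-throughput flow cytometry of beads, ex 488, em 535 nm · Evaluation – percent response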
# NSD2 inh: blocks human histone methyltransferase NSD2; NSD2 peptide methylation, AlphaScreen, 120 min; hit rate 0.54% among 310,000; inhibition, % at 12.5 µM; in the data active = inhibition above about 50%
# CDK5 inh: CDK5/p35 (human) kinase inhibition; Q00535+Q15078; Recombinant CDK5/p35, ADP-Glo luminescence, 60 min; hit rate 0.01% among 330,000; inhibition, % at 10 µM; AID 488839;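 active = highest replicate inhibition of at least 50% and at least 75% of replicates reaching 50%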;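 also: plate controls were DMSO neutral control for no effect and GW8510 at 10 µM for full effect; many of its hits are not listed in these tables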
# Pemphigus Ab inh: human desmoglein-3 autoantibody binding inhibition; P32926; DSG3-coupled beads, scFv-anti-DSG3-GFP binding, flow cytometry; active compounds read low; binding (percent of control), % at 10 µM; hit rate 0.48% among 310,000; AID 588358;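 active = binding more than 3 SD below its plate's average and above zero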;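 also: hits lower antibody fragment binding to DSG3; some compounds called inactive have numbers as strong as hits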
# MITF act: activators of MITF-driven TRPM1 promoter activity in SK-MEL-5 cells. hit rate 0.75% among 300,000. activation, % at 12.5 µM. SK-MEL-5 TRPM1-promoter luciferase, 24 h; % of positive control, neutral wells = 0. AID 588334;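 active = mean activation of at least 80% with every replicate also reaching 80%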;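 also: 0% = neutral control wells and 100% = parthenolide positive control wells; values of inactives mirror those of a sister screen read the other way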
# dFosB activator: enhances mouse delta FosB homodimer DNA binding; purified delta FosB, TAMRA-CDK5 oligo fluorescence polarization; percent of positive-control signal above neutral wells; hit rate 0.99% among 340,000; activation, % at 25 µM; AID 493131; P13346;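 active = mean activation above about 17%, with every replicate also reaching it, limit read from the data, passing the limit was not always enough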;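 also: fluorescence polarization rise as delta FosB binds a TAMRA Cdk5 AP-1 oligo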
# Target sequence (P13346 whole entry, looked up): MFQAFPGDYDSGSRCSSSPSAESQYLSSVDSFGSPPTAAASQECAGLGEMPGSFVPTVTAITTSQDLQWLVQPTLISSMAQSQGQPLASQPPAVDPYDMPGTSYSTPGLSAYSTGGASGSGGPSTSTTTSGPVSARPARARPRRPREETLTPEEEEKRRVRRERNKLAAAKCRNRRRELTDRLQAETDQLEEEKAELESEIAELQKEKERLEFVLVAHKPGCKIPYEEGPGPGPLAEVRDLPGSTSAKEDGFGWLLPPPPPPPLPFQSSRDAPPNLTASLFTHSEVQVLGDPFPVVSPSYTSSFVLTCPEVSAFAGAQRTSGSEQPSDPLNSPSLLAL
# PKA-R2B act: activates the human PKA-R2B holoenzyme complex | activation, % at 11.4 µM | PKA-R2B holoenzyme dissociation, Cy5-IP20 fluorescence polarization; R2B truncated from residue 108, S112A mutant; 0% DMSO only, 100% 113 µM cGMP | hit rate 0.079% among 340,000;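 active = activation above a cutoff set at the mean over all compounds plus 3 SD, cut at about 18% in these data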;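 also: higher means more holoenzyme dissociation and a rise in polarization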
# Target sequence (P31323 whole entry, looked up, other chains not shown, the tested form may be a part): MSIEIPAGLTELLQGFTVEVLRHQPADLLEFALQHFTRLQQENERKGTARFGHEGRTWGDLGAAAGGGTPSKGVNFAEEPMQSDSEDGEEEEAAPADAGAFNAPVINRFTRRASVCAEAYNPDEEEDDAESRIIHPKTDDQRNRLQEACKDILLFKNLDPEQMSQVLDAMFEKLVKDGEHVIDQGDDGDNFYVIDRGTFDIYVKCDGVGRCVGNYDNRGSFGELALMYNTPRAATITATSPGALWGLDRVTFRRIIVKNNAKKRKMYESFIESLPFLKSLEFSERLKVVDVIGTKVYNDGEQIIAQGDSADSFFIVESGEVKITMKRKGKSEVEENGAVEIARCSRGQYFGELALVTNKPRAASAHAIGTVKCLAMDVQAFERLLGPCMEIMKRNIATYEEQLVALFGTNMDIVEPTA
# SR-BI DiI-HDL act: SR-BI HDL lipid transfer activation. CHO ldlA[mSR-BI] cells, DiI-HDL uptake fluorescence, 3 h; 100 = double the neutral-control signal. activation, % at 12.5 µM. hit rate 0.096% among 320,000;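 active = mean replicate activation of at least 60% and every replicate at or above 60%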;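 also: 0% = median plate neutral-control signal and 100% = twice that signal; values of inactives mirror those of a sister screen read the other way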
#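 Material: SR-BI-overexpressing, LDLR-lacking CHO cells; schedule: compound exposure 3 h, 37 °C; reagent: DiI-labelled HDL at 10 µg/mL final; technique: bottom-read fluorescence, 550/595 nm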
# PKA-R1A act: activates the PKA-R1A holoenzyme complex | P00514+P68181 | PKA-R1A dissociation, Cy5-IP20 fluorescence polarization; scaled: DMSO 0%, 113 µM cGMP 100% | activation, % at 11.4 µM | hit rate 0.083% among 340,000 | AID 504707;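 active = percent activation above the mean of all tested compounds plus 3 SD, cut at about 19% in these data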;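 also: higher means more PKAc released from R1A so a rise in polarization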
# The depositor's hits bear a star; i = inactive; nt = no result given.
entry | SR-BI HDL uptake | SUMO Mot1 rescue | Arrestin-AP2 inh | NSD2 inh | CDK5 inh | Pemphigus Ab inh | MITF act | dFosB activator | PKA-R2B act | SR-BI DiI-HDL act | PKA-R1A act | structure
1 | -11 | nt | -48 | -3 | -0.9 | 262 | -27 | -6 | -7 | 11 | -3 | Cc1nc(N)nc(N)c1-c1ccc(Cl)c(Cl)c1
2 | 29 | -2 | -9 | 0 | -0.2 | nt | 10 | -8 | -1 | -29 | 9 | Cc1ccc(S(=O)(=O)N2CCN(C(=O)COC(=O)C3(C)CC3(Cl)Cl)CC2)c(C)c1 (configuration not stated)
3 | -7 | 99 | -1 | -6 | 0.0 | 100 | -1 | -7 | -7 | 7 | -2 | Cc1c(-n2c(-c3ccccc3Cl)n[nH]c2=S)c(=O)n(-c2ccccc2)n1C
4 | -20 | -17 | 1 | nt | -0.3 | 118 | -5 | 2 | -4 | 20 | -1 | C1N2CN3CN1CN(C2)C3
5 | 49 | -17 | -4 | nt | 0.9 | 96 | -3 | 0 | 0 | -49 | -3 | CCCCCN(C(=O)CCC(=O)OCc1cccc(Br)c1)c1c(N)n(CCCC)c(=O)[nH]c1=O
6 | -5 | -14 | 23 | nt | 0.1 | 101 | -5 | 0 | 9 | 5 | -3 | Cc1ccccc1C(=O)N1CCC(C(=O)Nc2ccc3c(c2)OCCO3)CC1
7 | 14 | -5 | -21 | 1 | -0.3 | 108 | -1 | -1 | 1 | nt | -7 | CC(=O)Nc1cccc(NC(=O)CSc2nccn2Cc2ccc(F)cc2)c1
8 | -29 | 7 | 9 | 26 | 0.2 | 106 | 4 | -4 | 0 | 29 | 2 | COC(=O)NC(NS(=O)(=O)c1ccccc1)(C(=O)OC)C(F)(F)F (configuration not stated)
9 | -23 | -8 | -3 | -2 | -1.0 | 100 | 2 | -10 | 1 | 23 | 6 | Cc1cccc(C(=O)Nc2ccccc2SCC2CSc3nc4ccccc4c(=O)n32)c1 (configuration not stated)
10 | 15 | 13 | 18 | 1 | -1.0 | 95 | 67 | -2 | 1 | -15 | -1 | O=C(c1ccc2oc(CCCc3ccccc3)nc2c1)N1CCCCC1CO (configuration not stated)
11 | 20 | nt | -8 | -4 | 1.0 | 80 | -2 | 1 | 5 | -20 | 11 | CCS(=O)(=O)N1CCN(c2ccc([N+](=O)[O-])c(N3CCOCC3)c2)CC1
12 | -15 | 29 | -13 | -1 | -3.0 | 108 | 1 | -2 | -3 | 15 | -3 | Cc1cc(S(=O)(=O)NCCCN2CCOCC2)ccc1Br
13 | -15 | 4 | -3 | -1 | 1.1 | nt | -5 | 23* | -5 | 15 | 1 | O=C(Cn1nnc(-c2ccccc2)n1)NCc1ccc2c(c1)OCO2
14 | -18 | 14 | -9 | -4 | -1.9 | 85 | 11 | 1 | -4 | 18 | -3 | O=C(NC1CC2CCCC(C1)N2C(=S)Nc1ccccc1)C1CC1 (configuration not stated)
15 | nt | -5 | 0 | -2 | -0.1 | 104 | 51 | -4 | -3 | nt | -6 | Cc1c(Cl)c([N+](=O)[O-])nn1CCCC(=O)NCCc1ccccc1
16 | -13 | 4 | -1 | 1 | -0.1 | 110 | -1 | -5 | -4 | 13 | 3 | COC(=O)C1=C(C)NC(=O)C1(Nc1nccs1)C(F)(F)F (configuration not stated)
17 | -20 | -4 | -4 | -1 | -4.9 | 104 | -12 | 1 | -8 | 20 | 2 | COc1ccc(C2=NCCc3cc(OC)c(OC)cc32)cc1
18 | nt | 7 | 18 | -1 | -0.3 | nt | 1 | -10 | -4 | nt | -11 | CC(C)(C)c1csc(NC(=O)CSC2=NCCS2)n1
19 | 8 | -17 | -5 | -3 | -2.0 | 96 | -7 | -2 | -4 | -8 | -5 | O=C(CN1C(=O)NC2(CCCC2)C1=O)Nc1ccccc1F
20 | -26 | 13 | -1 | 11 | -0.9 | 104 | -19 | -10 | 1 | 26 | 2 | Cc1nc(Cl)c2oc3ccccc3c2n1
21 | -9 | -17 | 1 | -2 | -14 | 98 | 5 | 1 | 5 | 9 | -2 | Cc1ccccc1-n1c(C)nnc1SCC(=O)NCC1CCCO1 (configuration not stated)
22 | 74* | 51 | -7 | 2 | -0.5 | 101 | -1 | -9 | 0 | -74 | 4 | Cc1nn2c(N3CCCC3)cc(C(C)C)nc2c1-c1ccccc1
23 | 7 | 1 | 7 | nt | 0.1 | 80 | 17 | -12 | -7 | -7 | -21 | Cc1cc2ccccc2n1CCNC(=O)c1ccc(Br)o1
24 | nt | -10 | -2 | -2 | -0.1 | 91 | -7 | 6 | -7 | nt | 0 | COc1ccc(CNC(=O)c2cc(C)nn2-c2ccccc2)cc1

# A draw from above in order of SMILES length, falling.
entry | SR-BI HDL uptake | SUMO Mot1 rescue | Arrestin-AP2 inh | NSD2 inh | CDK5 inh | Pemphigus Ab inh | MITF act | dFosB activator | PKA-R2B act | SR-BI DiI-HDL act | PKA-R1A act | structure
24 | nt | -10 | -2 | -2 | -0.1 | 91 | -7 | 6 | -7 | nt | 0 | COc1ccc(CNC(=O)c2cc(C)nn2-c2ccccc2)cc1
19 | 8 | -17 | -5 | -3 | -2.0 | 96 | -7 | -2 | -4 | -8 | -5 | O=C(CN1C(=O)NC2(CCCC2)C1=O)Nc1ccccc1F
21 | -9 | -17 | 1 | -2 | -14 | 98 | 5 | 1 | 5 | 9 | -2 | Cc1ccccc1-n1c(C)nnc1SCC(=O)NCC1CCCO1 (configuration not stated)
17 | -20 | -4 | -4 | -1 | -4.9 | 104 | -12 | 1 | -8 | 20 | 2 | COc1ccc(C2=NCCc3cc(OC)c(OC)cc32)cc1
23 | 7 | 1 | 7 | nt | 0.1 | 80 | 17 | -12 | -7 | -7 | -21 | Cc1cc2ccccc2n1CCNC(=O)c1ccc(Br)o1
20 | -26 | 13 | -1 | 11 | -0.9 | 104 | -19 | -10 | 1 | 26 | 2 | Cc1nc(Cl)c2oc3ccccc3c2n1

# Compounds shown so far that have a nitro group on carbon, in the order listed:
entry | SR-BI HDL uptake | SUMO Mot1 rescue | Arrestin-AP2 inh | NSD2 inh | CDK5 inh | Pemphigus Ab inh | MITF act | dFosB activator | PKA-R2B act | SR-BI DiI-HDL act | PKA-R1A act | structure
11 | 20 | nt | -8 | -4 | 1.0 | 80 | -2 | 1 | 5 | -20 | 11 | CCS(=O)(=O)N1CCN(c2ccc([N+](=O)[O-])c(N3CCOCC3)c2)CC1
15 | nt | -5 | 0 | -2 | -0.1 | 104 | 51 | -4 | -3 | nt | -6 | Cc1c(Cl)c([N+](=O)[O-])nn1CCCC(=O)NCCc1ccccc1

# Individual results from the list.
# Value of cpd 20 in SR-BI HDL uptake: -26
# Value of cpd 15 in PKA-R2B act: -3
# Value of cpd 5 in dFosB activator: 0

# Next structures:
entry | SR-BI HDL uptake | SUMO Mot1 rescue | Arrestin-AP2 inh | NSD2 inh | CDK5 inh | Pemphigus Ab inh | MITF act | dFosB activator | PKA-R2B act | SR-BI DiI-HDL act | PKA-R1A act | structure
25 | 6 | 79 | 3 | -5 | 0.4 | 103 | -2 | -6 | 0 | -6 | 6 | CCOc1cccc(NC(=O)CC#N)c1
26 | 0 | 27 | 14 | nt | -0.4 | 109 | -7 | -8 | -13 | 0 | -14 | C=CCC(CC=C)(NC(=O)c1ccccc1C)c1ccccc1
27 | -3 | 7 | 12 | nt | 1.1 | 105 | -13 | -5 | -1 | 3 | 1 | CCOC(=O)N1CCC(N2Cc3cccc(C(=O)NCc4ccc(C)cc4)c3C2=O)CC1
28 | 17 | 21 | 27 | nt | -1.2 | 102 | 50 | -2 | 7 | -17 | -9 | Clc1ccc(Cc2nnc(-c3ccccc3Br)o2)cc1
29 | -6 | 2 | 7 | -1 | -1.4 | 95 | -1 | -6 | 0 | 6 | -2 | CNC(=O)NC(=O)C(C)OC(=O)c1ccc(Cl)c(S(=O)(=O)Nc2ccc(F)cc2)c1 (configuration not stated)
30 | 6 | i | 15 | -3 | 0.4 | 113 | 4 | -3 | -5 | -6 | 3 | CC1CCCC(NC(=O)CNCc2ccccc2F)C1C (configuration not stated)
31 | 12 | nt | -11 | -4 | -0.9 | nt | 68 | -8 | -4 | -12 | 3 | Cc1ccc(NC(=O)C2OCCc3ccccc32)cc1C (configuration not stated)
32 | -39 | 19 | 1 | -2 | 0.2 | nt | nt | -5 | -6 | 39 | -2 | N#Cc1ccc(Sc2nc3ccccc3[nH]2)cc1C#N
33 | -15 | -7 | 11 | -1 | -2.2 | 151 | -49 | 13 | 1 | 15 | -10 | Cc1cc(-n2c(SCC(=O)Nc3ccc(F)c(F)c3)nc3n[nH]c(C)c3c2=N)ccc1Cl
34 | -16 | 95 | -17 | 3 | -0.6 | 99 | -3 | 1 | -2 | 16 | -6 | O=C(O)c1cn[nH]c1-c1cccc([N+](=O)[O-])c1
35 | -10 | -3 | 7 | 2 | 0.3 | 98 | -3 | -10 | -11 | 10 | -7 | COc1ccc(/C=c2\sc3nc(=O)c(C)nn3c2=O)c(OC)c1
36 | 33 | -8 | 40 | 0 | 0.0 | 106 | -13 | 0 | -5 | -33 | -3 | Cc1ccc(OCCOc2cccc3ccc(C)nc23)c([N+](=O)[O-])c1
37 | 16 | 0 | -1 | 0 | 1.2 | 98 | 3 | -6 | -7 | -16 | -9 | O=C(C(=O)N1CCCCC1)c1c(-c2ccccc2)[nH]c2ccccc12
38 | 9 | 162 | -9 | -1 | 0.7 | 99 | -2 | -1 | 13 | -9 | -12 | Cc1ccc(N/C=C2\C(=O)C3(C)CCC2C3(C)C)cc1C (configuration not stated)
39 | 59 | 23 | 12 | 1 | -2.9 | 86 | -7 | -4 | 4 | -59 | -14 | Cc1ccc(C(=O)N/N=C/c2cc(C)n(-c3ccc(Br)cc3)c2C)cc1[N+](=O)[O-]

# Complete entries as entered above. Values in the order: SR-BI HDL uptake	SUMO Mot1 rescue	Arrestin-AP2 inh	NSD2 inh	CDK5 inh	Pemphigus Ab inh	MITF act	dFosB activator	PKA-R2B act	SR-BI DiI-HDL act	PKA-R1A act
# O=C(O)c1cn[nH]c1-c1cccc([N+](=O)[O-])c1 in the list: -16	95	-17	3	-0.6	99	-3	1	-2	16	-6
# Cc1ccc(NC(=O)C2OCCc3ccccc32)cc1C (configuration not stated) in the list: 12	nt	-11	-4	-0.9	nt	68	-8	-4	-12	3
